VIM-2 inh – inhibitors of Pseudomonas aeruginosa VIM-2 metallo-beta-lactamase | 290,000 compounds, 0.89% hits | inhibition, % at 5.6 µM | purified VIM-2, nitrocefin hydrolysis, epi-absorbance fluorescence;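 active means inhibition above the mean of all tested compounds plus 3 SD, cutoff set per screening run, cut at about 7.5% in these data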;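 further: red hydrolysis product quenches plate fluorescence so inhibitors raise well fluorescence; 0% = enzyme with DMSO and 100% = DMSO without enzyme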
IMP-1 inhibitor – blocks Pseudomonas aeruginosa IMP-1 metallo-beta-lactamase. inhibition, % at 5.6 µM. AID 1556. 290,000 compounds, 0.45% hits. purified IMP-1, nitrocefin hydrolysis, epi-absorbance fluorescence;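 active means inhibition above the mean plus 3 SD of all compounds in the same screening run, cut at about 4.5% in these data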;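 further: 0% = IMP-1 with DMSO and 100% = DMSO wells lacking enzyme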
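System – purified recombinant IMP-1 beta-lactamase · Input – IMP-1 dispensed at 0.2 nM · Timing – 15 min preincubation plus 25 min reaction at 25 °C · Signal – Epi-absorbance fluorescence, 480 nm excitation, 530 nm emission · Measure – percent IMP-1 inhibition derived from blank-referenced optical density · Controls – Enzyme-plus-DMSO low control, enzyme-free DMSO high control · Replication – singlicate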
FID counter – displaces DNA intercalator in HCV helicase counter-screen. DNA fluorescent intercalator displacement, fluorescence. inhibition, % at 7.9 µM. 290,000 compounds, 0.17% hits; in the data active means inhibition above about 37%;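 further: 0% = vehicle and 100% = reference compound; higher means more ethidium bromide displaced from hairpin DNA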
NS3 helicase inh – blocks Hepatitis C virus NS3 helicase unwinding. NS3 helicase DNA unwinding, Cy5 molecular beacon fluorescence. 290,000 compounds, 0.56% hits. inhibition, % at 10.9 µM. AID 1800;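 active means inhibition above the mean of all tested compounds plus 3 SD, set per campaign, cut at about 35% in these data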;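 further: 0% = DMSO wells and 100% = thioflavine S control wells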
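Assay system – hepatitis C virus NS3 helicase domain fragment enzyme · Buffer or medium – MOPS pH 6.5, MgCl2, DTT, Tween20, BSA · Reagent – Cy5/quencher beacon DNA duplex and ATP to start · Compound – single 10.9 µM dose · Timing – 1 h at 25 °C · Technique – Cy5 beacon fluorescence read at start and 1 h · Measure – % inhibition of unwinding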
NALP1 inh – NALP1 inhibition | 280,000 compounds, 0.61% hits | inhibition, % at 10 µM | AID 2071 | S. cerevisiae NALP1/ASC/caspase-1 growth, X-gal OD620, 72 h; in the data active means inhibition mostly above about 24%, no sharp cut-off; inactive means mostly below about 32%; further: some compounds called inactive have numbers as strong as hits
MEKK2wt PB1 HTS – raises or lowers MEK5 binding to wildtype human MEKK2 PB1 domain. AID 1531. 290,000 compounds, 1.1% hits. Q9Y2U5. bead flow cytometry, Alexa488-MEK5 binding to MEKK2 WT; actives lie on both sides. binding response (% of control), % at 10 µM; in the data active means binding response below about 67% or above about 130%
PfM18AAP inh – PfM18AAP enzyme inhibition; recombinant PfM18AAP, H-Glu-NHMec fluorogenic cleavage; inhibition, % at 7.35 µM; 290,000 compounds, 1.2% hits; AID 1822;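 active means inhibition above the campaign mean inhibition over all tested compounds plus 3 SD, cut at about 28% in these data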;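 further: 0% = plate median of test compound wells and 100% = 2 mM ZnCl2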
MEKK2mut PB1 HTS – signal of MEK5 binding to mutant human MEKK2 PB1 domain; AID 1530; percent response, % at 10 µM; bead flow cytometry, Alexa488-MEK5 binding to MEKK2 mutant; 290,000 compounds, 0.35% hits; in the data active means percent response above about 24%, passing the limit was not always enough; further: inactives centre near 1; some results filed as inactive read as strong as hits
UBC9 SUMO inh – inhibitors of human SUMOylation (UBC9) | inhibition, % at 35 µM | P63279 | HTRF SUMOylation assay, SAE1/SAE2 + UBC9, in vitro | 290,000 compounds, 0.36% hits | AID 2006; in the data active means inhibition above about 50%, passing the limit was not always enough; further: strong numbers were not always called active
Target sequence (P63279 whole entry, looked up): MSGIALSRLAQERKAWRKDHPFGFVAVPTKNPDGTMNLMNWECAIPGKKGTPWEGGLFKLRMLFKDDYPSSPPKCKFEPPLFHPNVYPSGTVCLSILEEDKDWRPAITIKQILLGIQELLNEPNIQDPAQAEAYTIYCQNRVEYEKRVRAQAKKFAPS
An asterisk follows results filed as active; x = not tested or not shown.

A first look, 2 compounds:
SMILES	VIM-2 inh	IMP-1 inhibitor	FID counter	NS3 helicase inh	NALP1 inh	MEKK2wt PB1 HTS	PfM18AAP inh	MEKK2mut PB1 HTS	UBC9 SUMO inh
CCOc1ccc(C2N(c3cc(Cl)ccc3OC)C(=O)C3CCCN32)cc1OC (stereo not drawn)	3.0	-1.0	2	-8	29	102	0	2	6
CCc1ccccc1NC1=NCC(=O)N1Cc1ccc(OC)cc1	-2.6	-0.9	-9	-7	-2	106	-14	3	10

This part in full, from the start:
SMILES	VIM-2 inh	IMP-1 inhibitor	FID counter	NS3 helicase inh	NALP1 inh	MEKK2wt PB1 HTS	PfM18AAP inh	MEKK2mut PB1 HTS	UBC9 SUMO inh
CCOc1ccc(C2N(c3cc(Cl)ccc3OC)C(=O)C3CCCN32)cc1OC (stereo not drawn)	3.0	-1.0	2	-8	29	102	0	2	6
CCc1ccccc1NC1=NCC(=O)N1Cc1ccc(OC)cc1	-2.6	-0.9	-9	-7	-2	106	-14	3	10
CC1(C)CSC(=S)N1S(=O)(=O)c1ccccc1	-1.8	-5.2	2	-23	2	104	5	7	3
COc1cc(/C=C/c2nc3ccccc3c(=O)[nH]2)ccc1OC(F)F	-0.6	-1.1	-11	0	4	105	2	6	42
CC/C(O)=C1\C(=O)CC(c2ccccc2)CC1=NCCc1c(C)[nH]c2ccc(C)cc12 (stereo not drawn)	-1.0	-2.8	-12	-7	18	96	3	-4	-12
O=C(c1cccnc1Nc1ccc2c(c1)CCC2)N1CCOCC1	-2.7	-2.6	-3	0	8	100	-6	-5	14
COc1ccccc1/C=C/C=N/NC(=O)c1cc(-c2ccc(C)o2)[nH]n1	-3.2	-5.6	-16	16	1	91	0	-5	12
C=C(C)CCC(C)N1CCC(n2nccc2NC(=O)CCOc2ccccc2)CC1 (stereo not drawn)	-0.8	-0.9	10	-1	13	106	4	1	-3
CCOC(=O)/C(C#N)=C/c1c(Oc2cc(C)cc(C)c2)nc2ccccn2c1=O	-2.4	-5.4	0	24	23	85	-1	10	20
Cc1ccc2oc(=O)c3cnn(CC(=O)NC4CCC(C)CC4)c3c2c1 (stereo not drawn)	x	x	x	x	-7	105	x	4	38
COc1cccc(/C=C2\SC(N)=NC2=O)c1OS(=O)(=O)c1ccccc1	-1.8	-3.8	-2	-3	5	86	-2	-13	-12
CC(C)(C)c1ccc(C(CC(=O)O)NC(=O)c2ccccc2F)cc1 (stereo not drawn)	0.0	-0.1	-27	5	17	93	-1	-8	1
COC(=O)[C@H](CC(C)C)NC(=O)NCc1ccc(Cl)cc1	-0.2	-2.2	-15	1	18	95	-14	8	23
O=C1CCCC2=C1C1c3ccccc3C(=O)N1c1ccc(C(=O)c3ccccc3)cc1N2 (stereo not drawn)	-1.4	-2.4	-23	-5	15	90	-3	9	1
COCCNC(=S)NNC(=O)c1ccc(-n2cnnn2)cc1	-2.8	-3.5	1	20	-13	98	11	-1	6
CCOc1ccc(NC(=O)Cn2nnc(C(=O)NCc3cccs3)c2N)cc1	1.1	-0.1	-9	-3	14	97	-12	0	21
COC(=O)CN1C(C)=Nc2ccc(Br)cc2C1c1ccccc1 (stereo not drawn)	-0.1	-1.4	12	-9	37	109	2	5	6
Nc1c(C(=O)O)cnc2nc(N3CCOCC3)nn12	-1.9	-4.8	7	2	0	113	4	1	17
CC(C)c1cc(C(=O)OCC(=O)N2CCN(C(=O)c3ccco3)CC2)c(O)c(C(C)C)c1	-1.2	-1.8	-20	6	11	110	-14	9	6
COCC(=O)Nc1nc2n(n1)C(c1ccc(Cl)cc1)CC(c1ccc(OC)cc1)N2 (stereo not drawn)	-4.2	-2.1	-32	-3	8	105	8	5	24
COc1ccc(-c2nc3c(c(=O)c4ccccc4n3C)c(=O)n2Cc2ccccc2)cc1	-0.4	-1.1	-2	2	23	105	-11	0	4
Cc1[nH]c2ccc(Br)cc2c(=O)c1CN1CCCCCC1	1.6	-2.6	3	-20	9	122	12	11	2
Cc1ccc(C2=C/C(=C/c3cccnc3)C(=O)O2)c(C)c1	-1.0	-1.9	-25	16	30	106	3	-1	10
CCCS(=O)(=O)N1CCCC(C(=O)Oc2ccc(Cl)cc2)C1 (stereo not drawn)	-0.5	-1.3	-21	1	-45	105	17	-1	-17
CC1=C(C(=O)OCc2ccccc2)C(c2ccccc2Cl)NC(=O)N1CCCC(=O)O (stereo not drawn)	-1.8	-4.2	-43	19	-5	90	-5	-5	-1
c1ccc2c(Nc3nc(-c4ccncc4)nc4ccccc34)cccc2c1	-2.6	-6.2	-19	5	-2	99	3	-3	31
CCOc1cc(/C=C2/NC(=O)NC2=O)cc(Br)c1OCc1ccc(C(=O)O)cc1	-1.4	-2.5	-25	0	25	101	9	0	6
CCOc1ccc(N/C(SCc2cccc([N+](=O)[O-])c2)=C(/C#N)C(N)=O)cc1	-6.1	-3.6	0	-4	5	87	5	-9	-16
COc1ccc(Nc2nc3ccccc3n3cnnc23)cc1	2.2	-3.2	-10	1	24	101	-1	5	-6
S=C(NC1CCCCC1)N1CCN(c2ccccn2)CC1	1.2	-2.5	-9	-3	8	97	-5	-2	-1
COc1cc(/C=N/O)c(Br)cc1OCC(=O)Nc1ccccc1C	-1.4	-1.3	0	-9	32	96	1	-3	16
N#Cc1ccc(N2CCOCC2)nc1	-1.5	-1.8	0	-5	4	93	0	-16	11
CCSC1=C(C#N)C(c2ccc(F)cc2)CC(=O)N1 (stereo not drawn)	-2.8	-3.4	-11	3	-9	99	2	-5	-10
CCCC(=O)Nc1ccc2nc(SCC(=O)Nc3nccs3)sc2c1	0.4	2.2	-3	4	32	x	-2	x	2
NC1=NC(c2cccc(Cl)c2)N(CCc2ccc(F)cc2)C(N)=N1 (stereo not drawn)	-4.6	-1.6	1	-46	24	112	0	9	14
COc1ccc(NC(=O)COC(=O)c2cc(OC)c(OC)cc2NC(=O)c2ccco2)cc1OC	-3.4	-5.3	-2	1	15	99	-14	-1	24
O=C(O)/C=C/C(=O)N1CCN(C(c2ccccc2)c2ccccc2)CC1	0.2	-1.6	2	3	18	97	-4	-4	2
CC1(C)NC(=O)N(CCOCCOc2ccc3ccccc3c2Br)C1=O	-0.8	-3.0	-18	-2	13	97	-4	0	13
Cc1nc(C(F)(F)F)nc(Nc2ccc(Br)cc2)c1C#N	0.4	-1.6	5	0	39	x	1	x	-9
COc1ccc(N2C(=O)c3ccccc3NC23CCC(C)CC3)cc1 (stereo not drawn)	-1.8	-0.6	-4	4	8	102	-1	0	10
NNC(=O)c1[nH]c(-c2ccccc2)cc1-c1ccccc1	0.6	-1.5	-16	9	2	108	-5	1	-18
COc1cc(NC(=S)NCc2ccc(S(N)(=O)=O)cc2)c(OC)cc1Cl	-2.6	-2.3	0	-4	29	102	6	0	0
COc1cc(OC)cc(C(=O)Nc2ccc3c(c2)n(C)c(=O)n3C)c1	-1.1	-3.3	-17	-1	x	106	-10	12	7
NS(=O)(=O)c1cccc(NC(=O)CSc2nn(-c3ccccc3)c(=S)s2)c1	0.3	-2.2	1	-1	22	99	-4	1	3
O=C(CCc1nnc2ccc(NCc3ccccc3)nn12)NCC1CCN(C2CCCC2)C1 (stereo not drawn)	-2.6	-0.8	-11	-12	6	119	-1	4	-7
Cn1cnnc1SCC(=O)NC1CCCC1	-2.8	-0.8	-9	18	9	102	4	7	4
O=C(NCc1ccco1)C1CCN(c2nnc(-n3cccc3)s2)CC1	-0.8	-2.4	-9	-1	34	101	2	9	13
CCS(=O)(=O)n1nc(-c2ccc(Cl)cc2)nc1N	2.0	-0.3	0	-2	16	104	-14	-3	14
O=C(Nc1ccc(OC(F)F)cc1)c1cc(S(=O)(=O)N2CCOCC2)ccc1F	-2.7	-3.4	-6	-2	4	110	-4	9	3
O=C(Nc1c2c(nn1-c1ccccc1)CS(=O)(=O)C2)c1ccc2c(c1)OCO2	-1.4	-3.8	-8	7	4	112	12	6	3

Other compounds
SMILES	VIM-2 inh	IMP-1 inhibitor	FID counter	NS3 helicase inh	NALP1 inh	MEKK2wt PB1 HTS	PfM18AAP inh	MEKK2mut PB1 HTS	UBC9 SUMO inh
Cn1c(=O)c2cc(S(=O)(=O)Nc3cccc(F)c3)ccc2n(C)c1=O	-3.7	-4.3	0	1	2	x	-5	x	-4
O=C(O)c1ccc2c3c(cccc13)C(=O)N(c1ccccc1)C2=O	2.1	1.2	0	18	3	97	-10	-5	12
Cc1ccc2occ(/C=N/NC(=O)c3ccccc3C)c(=O)c2c1	-3.6	4.7*	-17	10	11	107	6	9	26
O=C(CCNC(=O)N1CC(=O)Nc2ccccc21)Nc1ccc(Cl)cc1	0.0	-2.2	-5	2	8	99	-3	-1	-5
C=CCNC(=S)NCc1ccc(CNC(=S)NCC=C)cc1	-2.7	-4.3	-10	3	-9	90	-5	-11	-4
CCC(C)(C)n1nnnc1CN1CCN(C(c2ccccc2)c2ccccc2)CC1	-0.8	-0.8	-44	-5	-18	87	-11	0	-22
CNC(=O)N(O)C1N(C)C(=O)N(Cc2ccccc2)C1(C)C (stereo not drawn)	-0.8	-2.7	3	7	5	102	7	2	10
O=P(c1ccccc1)(c1ccccc1)c1nc(-c2ccccc2)oc1N1CCOCC1	0.7	0.3	-42	-4	x	101	-4	13	15
Cc1ccc(-c2nn(-c3ccccc3)cc2/C=C/C(=O)O)o1	-2.4	-4.2	-13	28	27	102	-104	-2	46
COc1cccc(NC(=O)Cn2c3ccccc3c3nc4n(c(=O)c32)CCCS4)c1	1.8	4.8*	-14	-11	19	102	-5	-2	x
Cc1cc(OCC(=O)Nc2ccc(OCc3ccccc3)cc2)nc(C(C)C)n1	-1.2	-2.8	-22	-7	-5	98	0	-2	-1
CCOC(=O)C1(C)/C(=N/Nc2cccc(Cl)c2)C(=O)C(=O)N1c1ccccc1 (stereo not drawn)	-0.8	-1.6	-2	9	-4	98	1	-3	2
Cc1cccc(C(=O)N2CCCC(CCC(=O)N3CCN(c4ccccn4)CC3)C2)c1 (stereo not drawn)	-3.1	-1.7	-42	4	2	109	-3	6	2
CC(NC(=O)c1cccc(N2CCCC2=O)c1)c1ccc2c(c1)OCCO2 (stereo not drawn)	-2.2	-1.1	-8	-2	-60	101	1	2	4
CNC(=O)COC(=O)c1ccccc1C(=O)c1ccc(Cl)c([N+](=O)[O-])c1	-1.1	-3.2	0	-1	1	102	8	0	11
CCNc1nc(NC(C)CC)nc(Oc2ccc(=O)[nH]n2)n1 (stereo not drawn)	-3.5	-2.6	-7	0	-21	117	-1	6	15
Cc1cc(C)c(C#N)c(N2CCN(Cc3ccccc3)CC2)n1	-5.5	-1.3	-2	4	11	94	-1	-6	6
O=C(COn1nnc2ccc(Cl)cc21)NCc1ccccc1	0.5	0.7	-3	-1	2	100	1	9	15
COc1cc2c(cc1OC)C(Cc1ccc(O)cc1)NCC2 (stereo not drawn)	-3.6	-3.9	-1	5	34	97	1	-4	1

Source: PubChem
